Screens: PubChem, National Center for Advancing Translational Sciences (NCATS)
EPAC1 agonist: EPAC1 (human) agonism; AID 720707; EPAC1 agonist qHTS, biochemical assay; response scale: 100% = response to 6.5 mM cAMP; O95398; Potency, µM (titrated, usually from 154 µM), for inactives: top-dose activation, actives largely listed as activators; 360,000 tested, 0.073% active; also: potency is read from the fitted curve at half-maximal effect; nearly all actives have a fitted effect of over 60% in size
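EPAC1 100 nM, Rap1B–BODIPY-GDP 250 nM, unlabeled GDP 50 uM; compound titration; 5 min RT; kinetic read ex480/em540 at 5-min intervals ×30 min; data normalized to 6.5 mM cAMP agonist control.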
Abeta yeast res: compounds reversing amyloid beta toxicity in yeast; yeast expressing A-beta42, growth rescue, OD600, 48 h; response scale: 0% DMSO, 100% iron-clioquinol control; Potency, µM (top dose mostly 46.1 µM), without a hit: at the top dose growth rescue, actives largely listed as activators; 410,000 tested, 0.063% active; also: potency is read from the fitted curve at half-maximal effect; nearly all actives have a fitted effect of over 55% in size
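Growth rescue measured by 600 nm absorbance after 48 h yeast culture at 30 C with compound. Values normalized between DMSO and an equimolar ferric chloride plus clioquinol control.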
FUS suppressor: suppressors of FUS proteinopathy in yeast; S. cerevisiae FUS-expressing, growth rescue, OD600, 24 h; Potency, µM (doses to about 76.6 µM), for inactives: top-dose growth rescue (activation), hits mostly activators; 390,000 tested, 0.24% active;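 also: potency is read from the fitted curve at half-maximal effect; plate controls were DMSO vehicle for no effect and reference control for full effect; nearly all actives have a fitted effect of over 55% in size; some results filed as inactive show a strong effect at the top dose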
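Galactose (2%) drives FUS expression in yeast precultured in raffinose; seeding density OD 0.005. Test compounds incubated 24hr at 30C and 99% humidity before absorbance at 600 nm was measured.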
PI5P4Ka inh: PI5P4K alpha (human) kinase inhibition; P48426; PI5P4Kalpha enzyme, ADP-Glo luminescence, 60 min; stronger effect = lower value; max response, %; 330,000 tested, 1.2% active; active = max response of -50% or lower; inconclusive = between -30% and -50%; inactive = -30% or higher; also: value at the top dose of about 77 µM; % is scaled to controls: 0 for no effect and ±100 for the full control effect
Target sequence (P48426 whole entry, looked up): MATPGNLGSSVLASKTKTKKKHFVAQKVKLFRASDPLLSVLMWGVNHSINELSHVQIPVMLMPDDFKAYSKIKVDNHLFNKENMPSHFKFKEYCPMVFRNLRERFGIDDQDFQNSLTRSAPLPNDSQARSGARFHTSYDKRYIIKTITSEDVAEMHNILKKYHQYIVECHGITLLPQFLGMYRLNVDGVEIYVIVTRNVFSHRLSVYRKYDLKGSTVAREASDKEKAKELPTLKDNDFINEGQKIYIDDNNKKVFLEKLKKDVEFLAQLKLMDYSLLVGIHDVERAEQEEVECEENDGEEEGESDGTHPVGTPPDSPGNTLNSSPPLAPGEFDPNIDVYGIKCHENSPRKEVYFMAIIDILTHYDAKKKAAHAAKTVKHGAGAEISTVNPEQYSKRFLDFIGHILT
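Single end-point luminescence (ADP-Glo) quantified ADP from PI5P4Kalpha turnover; ATP 5 microM final, 1 h at RT, 0.1% CHAPS and 0.28 mM EGTA in HEPES pH 7.4.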
IL-2 act: activates IL-2 in a cell-based reporter assay | IL-2 activation reporter assay, cell-based qHTS; stimulated with anti-CD3/CD4/CD28 beads; in transgenic mouse T cells | activation, % (series mostly up to about 46 µM) | 360,000 tested, 0.065% active | AID 652025; in the data active = activation above about 50%; inconclusive = mostly about 30% to 49%; also: 0% is about no effect
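Unstimulated transgenic mouse T cells, 750 per well, received compound and, after 60 minutes, anti-CD3/anti-CD4 bead plus anti-CD28 stimulation. EGFP and DsRed were quantified after 18 hours.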
EPAC1 antagonist: EPAC1 (human) antagonism | Potency, µM (top dose mostly 115 µM), inactives show at the top dose activity change, negative = inhibition, most hits filed as inhibitors | 360,000 tested, 0.14% active | O95398 | EPAC1 GEF assay, Rap1b-BODIPY-GDP exchange fluorescence;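 also: potency is read from the fitted curve at half-maximal effect; plate controls were vehicle for no effect and positive control for full effect; nearly all actives have a fitted effect of over 50% in size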
WRN inhibitor: blocks human WRN helicase | Q14191 | WRN helicase unwinding, fluorescent forked duplex, kinetic | Potency, µM (titrated, usually from 114 µM), for inactives: at the top dose activity change, negative = inhibition, hits mostly inhibitors | 360,000 tested, 0.46% active; also: potency is read from the fitted curve at half-maximal effect; % is scaled to controls: 0 for no effect and ±100 for the full control effect; nearly all actives have a fitted effect of over 55% in size
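Kinetic red-fluorescence monitoring (525/598 nm) tracks WRN helicase activity after 100 nM fluorophore-quencher forked duplex and 2 mM ATP are added to 20 nM enzyme pretreated 15 min at room temperature with compound.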
PLK1 PBD inh: inhibitors of human PLK1 polo-box domain binding. Plk1 PBD binding of FITC phosphopeptide, fluorescence polarization. 360,000 tested, 2.8% active. P53350. Potency, µM, for the others: max response, negative = inhibition, usual class: inhibitors; also: potency is read from the fitted curve at half-maximal effect; series mostly up to about 57 µM; % is scaled to controls: 0 for no effect and ±100 for the full control effect; nearly all actives have a fitted effect of over 65% in size
Target sequence (P53350 whole entry, looked up, the tested form may be a part): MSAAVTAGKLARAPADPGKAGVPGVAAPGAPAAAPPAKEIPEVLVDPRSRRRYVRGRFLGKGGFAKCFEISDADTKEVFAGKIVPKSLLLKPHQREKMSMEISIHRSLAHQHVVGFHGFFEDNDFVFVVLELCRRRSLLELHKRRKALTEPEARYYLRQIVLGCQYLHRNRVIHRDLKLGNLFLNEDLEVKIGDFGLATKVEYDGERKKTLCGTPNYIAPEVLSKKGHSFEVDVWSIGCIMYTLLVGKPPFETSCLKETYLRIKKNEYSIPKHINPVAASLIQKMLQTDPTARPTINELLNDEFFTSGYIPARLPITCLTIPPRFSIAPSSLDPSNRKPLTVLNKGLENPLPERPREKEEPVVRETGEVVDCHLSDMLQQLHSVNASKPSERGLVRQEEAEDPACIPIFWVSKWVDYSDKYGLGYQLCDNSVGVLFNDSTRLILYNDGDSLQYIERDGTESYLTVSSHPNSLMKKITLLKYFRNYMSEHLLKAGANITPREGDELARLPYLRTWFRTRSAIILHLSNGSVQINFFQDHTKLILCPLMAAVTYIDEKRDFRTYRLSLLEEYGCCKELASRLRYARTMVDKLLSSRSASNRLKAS
* hit, by the source's call; ? = inconclusive; . = not tested or not shown; [ ] = remark or other dose. Unless noted, calls follow the shape of the dose curve; as a rule, active = well fitted curve in the direction sought with a large enough effect; inconclusive = small, poorly fitted or top-dose-only effect, or another doubt; inactive = no such curve, though single readings can be large; an effect the other way counts as inactive or inconclusive. Random draw from the library; 4.1% or so of the library scored in one or more.

SMILES | EPAC1 agonist | Abeta yeast res | FUS suppressor | PI5P4Ka inh | IL-2 act | EPAC1 antagonist | WRN inhibitor | PLK1 PBD inh
C[C@@H]1NC(=O)[C@H](CCCN=C(N)N)NC(=O)c2cc([N+](=O)[O-])cc(I)c2NCCC[C@@H](C(N)=O)NC1=O | 13% | 4% | -16% | -29 | -0.2 | -10% | -4% | -28%
Cc1ccc(C(=O)NCC(c2ccco2)N2CCc3ccccc32)cc1C (stereo not given) | 6% | -1% | 29% | 1 | -6.2 | 5% | 2% | -6%
Cc1ccc(NC(=O)CN(C)C(=O)CSc2nc3ccccc3c(=O)n2Cc2ccco2)cc1 | 2% | 4% | 18% | -5 | -0.2 | -2% | -15% | -1%
O=C(CCC1CCCCC1)Nc1ccc(C(=O)c2ccncc2)cc1 | -12% | 12% | ? | -3 | -0.9 | -16% | -14% | -10%
C/C(=N\NC(=O)c1cc(C)oc1C)c1ccc(N2CCOCC2)cc1 | 2% | 1% | 11% | -2 | 2.2 | 14% | -1% | -8%
COc1ccccc1C(=O)Nc1nnc(S(=O)(=O)N(C)Cc2ccccc2)s1 | 18% | -12% | 15% | 1 | -1.7 | -19% | 3% | -4%
CC(=O)Nc1ccc(/C=N/NC(=O)c2cc3ccccc3nc2C)cc1 | 9% | 0% | -11% | -7 | 0.8 | 6% | 2% | -3%
O=C(CN1C(=O)COc2ccccc21)NCCCN1CCCC1 | 6% | -21% | -13% | 6 | 1.6 | -8% | 0% | 0%
CC(C)(C)c1ccc(-c2nc3c(C#N)c(-c4ccc5c(c4)OCO5)ccn3n2)cc1 | -1% | -1% | 15% | -5 | 4.5 | -1% | 0% | -7%
Cc1ccc2cc(C(c3nnnn3CC3CCCO3)N3CCCC4(CCCCC4)C3)c(=O)[nH]c2c1 (stereo not given) | 2% | 20% | . | 11 | 0.2 | -6% | -5% | -7%
Cc1cccn2c(=O)c(/C=C(\C#N)C(=O)NC3CCS(=O)(=O)C3)c(Oc3ccccc3Cl)nc12 (stereo not given) | 2% | -6% | 11% | -2 | -0.3 | -18% | -12% | -28%
Cc1ccc(-c2cnc(NC(=O)c3cccc(Br)c3)s2)c(C)c1 | 11% | -23% | -21% | . | -1.7 | 1% | -17% | -5%
COc1cccc(-c2cnc(NCc3cc(Cl)ccc3O)n2C)c1 | ? | 1% | 13% | . | -2.1 | -7% | -25% | -5%
Clc1ccc(-c2cc3ccccc3[nH]2)cc1 | -3% | 6% | -3% | 5 | 0.5 | -11% | -24% | -4%
COc1ccc(N(C)S(=O)(=O)c2cccc(C(=O)OC(C)C(=O)NC3CCCCC3C)c2)cc1 (stereo not given) | 8% | 0% | 21% | 10 | -4.0 | -12% | -10% | -2%
Cc1cc(NC(=O)C(C)SCC(=O)N(C)CC(=O)Nc2ccccc2C(F)(F)F)no1 (stereo not given) | 2% | 6% | 3% | -2 | -0.2 | -1% | -6% | -2%
O=C(CN1CCSC1=O)N1CCN(S(=O)(=O)c2ccc(F)cc2)CC1 | -2% | 2% | 0% | -6 | -5.6 | 6% | 4% | -8%
CNC(=O)c1sc(NCc2ccccc2OC)nc1C | 9% | -19% | -13% | 1 | 0.9 | 1% | -9% | ?
Cc1cc(OCC(=O)N(Cc2cccs2)C2CCS(=O)(=O)C2)ccc1Cl (stereo not given) | 0% | 4% | 21% | 5 | -0.9 | -10% | -6% | 3%
CCc1ccc(OCC(=O)NNC(=O)c2c(CC)noc2C)cc1 | 0% | 7% | -10% | -1 | -2.2 | 6% | 4% | -4%
Cc1cc(C(=O)N2CCC(C(=O)O)CC2)c(C(F)(F)F)o1 | -7% | -12% | -31% | 8 | 2.9 | -21% | -12% | 2%
CC(C)(C)NC(=O)C(c1ccc(F)cc1)N(Cc1ccco1)C(=O)c1csnn1 (stereo not given) | 3% | 2% | 10% | 1 | -3.8 | 11% | 3% | -5%
O=S(=O)(Nc1ccc2cn[nH]c2c1)c1ccc(Cl)s1 | 6% | -1% | 21% | 1 | 4.7 | -15% | -8% | -5%
COc1ccccc1N1CCN(C(=O)c2cccc(S(=O)(=O)Nc3ccccc3F)c2)CC1 | -9% | 19% | 45% | 3 | 1.4 | 22% | 7% | -12%
O=C(Cc1ccccc1)Nc1nccs1 | -2% | 5% | -23% | 5 | 0.6 | 0% | 5% | 3%
O=C1CCCC2=C1C(c1ccccn1)Nc1ccc(C(=O)c3ccccc3)cc1N2 (stereo not given) | -6% | 24% | . | 0 | -0.3 | -17% | 7% | 3%
Nc1cc(N)nc(SCC(=O)N2CCc3ccccc32)n1 | 6% | -12% | 14% | -6 | 0.4 | -2% | -1% | -7%
Clc1ccc(-c2cc3nc(NCc4cccc(Cl)c4)ccn3n2)cc1 | -8% | -33%[inhibitor] | 42% | 25 | -0.1 | -9% | -14% | -25%
CCCC1NC(=O)c2cccnc2-n2c1nc1ccccc1c2=O (stereo not given) | -7% | 3% | -32% | 0 | -0.6 | 20% | 4% | 2%
Cc1nnc(SCc2c(Cl)cccc2Cl)n(N)c1=O | -7% | 6% | 26% | 5 | -0.9 | -11% | -5% | -8%
CN(C)N1C(=O)CC(N2CCCC2)C1=O (stereo not given) | -4% | -2% | 0% | 7 | -0.9 | -8% | -1% | -16%
O=C(Nc1ccc(S(=O)(=O)NC2CCCC2)cc1)c1cnccn1 | 5% | 1% | 19% | . | -2.0 | -3% | 9% | -4%
Cc1cccc(CN2CCC(CNC(=O)Nc3ccc(F)c(Cl)c3)CC2)c1 | 6% | -11% | 16% | 21 | 0.1 | -2% | 3% | 0%
CC(C)CCNC(=O)c1ccc(-n2cnc3cccnc32)cc1 | 1% | -8% | 2% | 0 | 0.3 | 3% | 5% | -1%
Cc1cc(C)nc(Sc2ncnc(N)c2[N+](=O)[O-])n1 | -4% | -30% | 7% | 10 | -0.1 | -16% | -1% | -19%
COc1ccc(C(=O)N(C)CCOc2ccc(Cl)cc2)cc1S(=O)(=O)N1CCCC1 | -1% | -2% | 19% | 2 | -2.3 | -10% | 0% | -4%
CCn1cc(C(=O)OCC(=O)NCc2ccc3c(c2)OCO3)c(=O)c2ccc(C)nc21 | 3% | 3% | 35% | -1 | -2.4 | 13% | 15% | -3%
CCOC(=O)c1ccc(NC(=O)CC2S/C(=N/N=C3/NC(=O)CS3)NC2=O)cc1 (stereo not given) | -12% | -2% | 43% | -3 | -3.8 | -16% | -5% | -10%
O=C(NCc1ccccn1)C(C(=O)c1ccc(F)cc1)n1ccccc1=O (stereo not given) | 7% | 4% | 17% | . | -1.3 | -7% | 1% | -3%
CCOc1ccccc1C(=O)N1CCN(c2ccc(C(F)(F)F)cn2)CC1 | 2% | 0% | ? | 1 | 4.9 | -9% | -3% | 4%
CCN(CC)S(=O)(=O)c1ccc(C)c(NC(=O)COc2ccc3c(C)cc(=O)oc3c2)c1 | -5% | 1% | -20% | -6 | -0.4 | -9% | -5% | 1%
Cc1ccc(C)c(OCC(=O)Nc2ccc3c(c2)OCO3)c1C | 19% | 19% | 21% | 1 | 3.5 | -18% | -19% | -6%
CCC(c1nnnn1-c1ccc2c(c1)OCCO2)N1CCN(CCN2CCOCC2)CC1 (stereo not given) | 2% | -16% | -4% | -1 | 1.7 | -1% | 2% | -9%
COc1cc(C2N(c3cccc(Cl)c3)C(=O)C3CCCN32)cc(OC)c1OC (stereo not given) | 8% | 1% | -13% | 0 | -3.6 | 8% | -8% | 4%
CCOC(=O)c1c(C)nc2sc3c(=O)n(-c4ccc(C(C)=O)cc4)nnc3c2c1-c1ccc(Cl)cc1 | 5% | 0% | 6% | -9 | 3.0 | 16% | -1% | -7%
Cc1no[n+]([O-])c1COc1ccccc1/C=N/n1nnnc1N | -4% | 11% | . | 10 | -0.1 | -18% | -26% | -1%
COc1ccc(-c2nnc(SCC(=O)O)n2C)cc1OC | 1% | -4% | 5% | 2 | 0.6 | -6% | 1% | 10%
CCN1CCN(C(=S)Nc2ccc(Cl)cc2)CC1 | -3% | -8% | 7% | 2 | 0.5 | -3% | -1% | -1%
O=C(O)CN1C(=O)CC(Cc2ccc(Cl)cc2)C1=O (stereo not given) | 4% | 4% | 10% | . | -0.4 | 0% | 1% | -2%
CCCCNC(=O)c1onc(CSc2nc3ccccc3[nH]2)c1C(=O)NCCCC | -28% | -8% | -1% | 1 | 0.0 | -24% | 0% | 2%

Single records, from the list above.
`CC(C)CCNC(=O)c1ccc(-n2cnc3cccnc32)cc1` reads EPAC1 agonist = 1%; Abeta yeast res = -8%; FUS suppressor = 2%; PI5P4Ka inh = 0; IL-2 act = 0.3; EPAC1 antagonist = 3%; WRN inhibitor = 5%; PLK1 PBD inh = -1%
`CCOc1ccccc1C(=O)N1CCN(c2ccc(C(F)(F)F)cn2)CC1` reads EPAC1 agonist = 2%; Abeta yeast res = 0%; FUS suppressor = ?; PI5P4Ka inh = 1; IL-2 act = 4.9; EPAC1 antagonist = -9%; WRN inhibitor = -3%; PLK1 PBD inh = 4%

New compounds follow.
SMILES | EPAC1 agonist | Abeta yeast res | FUS suppressor | PI5P4Ka inh | IL-2 act | EPAC1 antagonist | WRN inhibitor | PLK1 PBD inh
O=C(c1ccc2nc(N3CCCCC3)sc2c1)N1CCN(c2ccccn2)CC1 | -17% | 0% | 7% | 3 | -2.9 | 8% | 2% | -5%
CCOC(=O)C1CCCN(C(=O)c2cc(S(=O)(=O)N3CCCCCC3)ccc2OC)C1 (stereo not given) | 6% | 4% | 31% | 1 | -0.1 | 0% | 1% | 6%
O=C(CSc1nnc(Cc2cccs2)n1-c1ccccc1)Nc1ccc2c(c1)OCCO2 | 8% | 4% | 34% | 0 | -0.3 | -17% | -11% | -6%
CCOc1ccc(NC(=S)N(CCN2CCOCC2)Cc2ccc3c(c2)CCCN3CC)cc1 | -3% | -2% | 19% | -3 | 0.0 | -17% | -3% | -1%
Nc1cc(N)nc(SCCOc2ccccc2)n1 | 16% | -17% | 2% | . | 0.0 | -19% | -8% | -15%
Cc1ccc(NC(=O)CC(=O)Nc2ccc(C)cc2)cc1 | -13% | -13% | 15% | 9 | 0.0 | -17% | -8% | -18%
CCOc1ccc(/C=C2\SC(=S)N(N3C(=O)C4CC4C3=O)C2=O)cc1 (stereo not given) | 1% | -10% | 23% | -6 | -3.1 | 9% | 0%[57.1 µM] | -1%
